Bioassay records as filed in PubChem.
D3 ag – qHTS of D3 Dopamine Receptor Agonist: qHTS; 410,000 tested, 0.58% active; D(3) dopamine receptor (Homo sapiens), P35462; max activation, %; D3R DiscoveRx beta-arrestin cells, luminescence, 90 min; in the data active means max activation above about 30%; further: 0% is about no effect; mostly tested at two doses, the higher about 12 µM
Target sequence (P35462 whole entry, looked up): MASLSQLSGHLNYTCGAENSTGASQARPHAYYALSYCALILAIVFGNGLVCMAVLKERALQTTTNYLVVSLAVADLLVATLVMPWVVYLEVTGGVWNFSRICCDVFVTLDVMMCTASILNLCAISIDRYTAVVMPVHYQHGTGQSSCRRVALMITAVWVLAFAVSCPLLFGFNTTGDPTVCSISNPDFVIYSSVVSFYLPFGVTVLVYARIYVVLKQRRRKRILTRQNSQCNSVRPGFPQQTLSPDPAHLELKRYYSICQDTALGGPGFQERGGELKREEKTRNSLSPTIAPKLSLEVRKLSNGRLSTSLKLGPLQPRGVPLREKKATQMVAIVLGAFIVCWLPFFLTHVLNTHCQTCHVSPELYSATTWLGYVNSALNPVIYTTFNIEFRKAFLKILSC
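Agonist mode: compounds and dopamine controls were applied to plated cells for 90 min at 37 degrees C after an overnight attachment at 1500 cells/well. Luminescent read-out followed 30 - 60 minutes at room temperature with DiscoveRx detection reagent.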
Mm-Cpn inhibitor – Inhibitors of TCP-1 ring complex (TRiC) of Methanococcus maripaludis (MmCpn): qHTS. purified Mm-Cpn ATPase, ADP Transcreener TR-FRET. Potency, µM (doses to about 76.9 µM), inactives show at the highest dose activity, negative = inhibition, most hits filed as inhibitors. 330,000 tested, 0.031% active; further: potency means the concentration at half of the fitted maximal effect; on the % scale 0 is the no-effect control and ±100 the full control effect; nearly all actives have a fitted effect of over 80% in size
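Eu-cryptate anti-ADP/ADP-d2 competition gives a ratio inversely related to ADP. Enzyme at 25 nM was pre-exposed to compound for 10 min, then given 10 uM ATP for 30 min, 37°C throughout.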
D3 antag – qHTS of D3 Dopamine Receptor Antagonist: qHTS. D(3) dopamine receptor (Homo sapiens), P35462. D3R cells, DiscoveRx beta-arrestin luminescence, antagonist mode; hits give low values. max response, negative = inhibition, %. 360,000 tested, 2.5% active. AID 652054, 2013; in the data active means max response below about -50%; inconclusive means no clear call, values can overlap the other calls; further: on the % scale 0 is the no-effect control and ±100 the full control effect; mostly tested at two doses, the higher about 12 µM
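Cells expressing the human receptor were seeded at 1500 cells/well, incubated overnight at 37 degrees C in 5% CO2, then exposed to library compounds with dopamine controls for 90 minutes at 37 degrees C before luminescent detection.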
EPAC2 agonist – qHTS for Agonist of cAMP-regulated guanine nucleotide exchange factor 4 (EPAC2): primary screen; EPAC2 activation, biochemical qHTS; response scale: 100% = 6.5 mM cAMP response; Potency, µM (highest dose often 154 µM), for the others: top-dose activation, usual class: activators; 360,000 tested, 0.079% active; further: potency means the concentration at half of the fitted maximal effect; nearly all actives have a fitted effect of over 50% in size
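EPAC2 (100 nM) mixed with Rap1B loaded with BODIPY-GDP (250 nM) plus 50 uM unlabeled GDP; compounds pinned in, 5 min RT, then read every 5 min for 30 min (ex 480, em 540 nm). Normalized to cAMP control.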
Akt phos inh – HTS Assay for Inhibitors of Akt Phophorylation: Primary Screen; Neuro2A IGF-stimulated pAkt S473 HTRF, 20 min; hits give low values; 360,000 tested, 0.32% active; activity change, % for hits at 50 µM; in the data active means activity change below about -80%; inconclusive means mostly about -51% to -80%; further: on the % scale 0 is the no-effect control and ±100 the full control effect
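Neuro2A cells (4,500/well, DMEM with 0.5% FBS) were treated with compound at a single 50 µM final concentration, stimulated with 6 nM IGF for 20 min at 37 °C, and lysed. Phospho-Akt Ser473 was read by HTRF as 665/615 ratio ×10^4.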
EPAC2 antagonist – qHTS for Antagonist of cAMP-regulated guanine nucleotide exchange factor 2 (EPAC2): primary screen; EPAC2 GEF exchange of Rap1B-BODIPY-GDP, fluorescence; 360,000 tested, 0.18% active; Potency, µM (top dose mostly 114 µM), for inactives: at the top dose activity, negative = inhibition, most hits filed as inhibitors; Rap guanine nucleotide exchange factor 4 (Homo sapiens), Q8WZA2; further: potency means the concentration at half of the fitted maximal effect; on the % scale 0 is the no-effect control and ±100 the full control effect; nearly all actives have a fitted effect of over 45% in size; many of its hits are not listed in these tables
CCT modulator – High-Throughput Screening for Modulators of Cytosolic Chaperonin Activity; purified chaperonin ATPase assay, HTRF ADP detection, 30 min; activity change, % (test concentration not listed), hits read low; 360,000 tested, 0.3% active; AID 651819, 2012; in the data active means activity change below about -30%; further: on the % scale 0 is the no-effect control and ±100 the full control effect
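ATPase activity: ADP formed was measured by HTRF Transcreener (665/615 nm ratio) after 30 min at 37 deg C with 10 uM ATP. Compounds screened at one 76 uM concentration against 40 or 20 nM TRiC in Tris pH 7.4/KCl/MgCl2/DTT buffer.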
PTHR1 agonist – qHTS for PTHR1 Agonists: Primary Screen | Parathyroid hormone/parathyroid hormone-related peptide receptor (Homo sapiens), Q03431 | 410,000 tested, 0.075% active | Potency, µM (doses to about 115 µM), inactives show top-dose activation, actives largely listed as activators | HEK293 GP2 PTHR1 cells, GloSensor cAMP luminescence, 1 h; further: potency means the concentration at half of the fitted maximal effect; nearly all actives have a fitted effect of over 55% in size; some results filed as inactive show a strong effect at the top dose; inactives centre near -15; many of its hits are not listed in these tables
Target sequence (Q03431 whole entry, looked up): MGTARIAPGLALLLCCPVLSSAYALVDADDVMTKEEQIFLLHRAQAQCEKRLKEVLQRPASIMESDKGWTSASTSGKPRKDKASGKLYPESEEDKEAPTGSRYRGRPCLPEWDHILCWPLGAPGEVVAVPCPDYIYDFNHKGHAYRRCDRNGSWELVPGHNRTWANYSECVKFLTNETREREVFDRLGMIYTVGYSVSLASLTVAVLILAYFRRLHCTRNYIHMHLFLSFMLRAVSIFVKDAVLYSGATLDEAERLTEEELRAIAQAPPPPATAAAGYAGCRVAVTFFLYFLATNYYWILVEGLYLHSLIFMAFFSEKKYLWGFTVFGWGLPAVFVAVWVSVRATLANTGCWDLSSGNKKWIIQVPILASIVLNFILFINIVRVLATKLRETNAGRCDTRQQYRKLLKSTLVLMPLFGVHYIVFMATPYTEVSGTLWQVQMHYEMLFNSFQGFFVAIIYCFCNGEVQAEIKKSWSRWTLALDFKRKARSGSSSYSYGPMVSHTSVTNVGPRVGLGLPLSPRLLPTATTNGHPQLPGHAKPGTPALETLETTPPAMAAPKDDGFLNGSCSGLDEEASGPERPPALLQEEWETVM
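HEK-293-derived GP2 cells expressing PTHR1 and a GloSensor cAMP reporter, 3,000/well, plated overnight, given luciferin plus IBMX (each 0.5 mM as added) for 1 h at 37 °C, then compound for 1 h at 37 °C. Luminescence was read after 15 min at room temperature.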
Numbers without * were called inactive; i = inactive; ? = inconclusive; nt = not tested or not shown; [ ] = dose if it differs, or a comment. Unless noted, the call rests on the fitted dose curve; in most records, active means well fitted curve in the direction sought with a large enough effect; inconclusive means small, poorly fitted or top-dose-only effect, or another doubt; inactive means no such curve, though single readings can be large; an effect the other way counts as inactive or inconclusive.

SMILES	D3 ag	Mm-Cpn inhibitor	D3 antag	EPAC2 agonist	Akt phos inh	EPAC2 antagonist	CCT modulator	PTHR1 agonist
CC(=O)c1ccc(N2CCN(C(=O)c3ccc(Br)cc3)CC2)c(F)c1	-10	-10%	?	22%	i	1%	-5.5	-14%
CNCc1ccccc1Sc1cccc(O)c1	-10	1%	-15	5%	i	-7%	0.8	i
O=C1CC(c2ccccc2)CC(O)=C1C=NCCN1CCN(Cc2ccccc2)CC1 (configuration not stated)	-14	10%	-13	2%	i	-9%	1.9	i
Cc1ccc(C(C)NC(=O)c2cc(C)oc2C)cc1 (configuration not stated)	-9	-1%	-8	-2%	i	2%	-3.0	i
CC1(C)N=C(c2ccc(Cl)cc2)C(=O)N1	9	2%	1	2%	i	0%	-4.5	i
Cc1ccc(S(=O)(=O)Cn2nnnc2C(CC(C)C)N2CCN(C3CCCC3)CC2)cc1 (configuration not stated)	-27	0%	?	11%	i	-7%	-2.8	-15%
CC[C@]12c3[nH]c4cc(CCC(=O)N(C)C)ccc4c3CCN1C(=O)[C@@H](CC(=O)NCCCOC)C[C@@H]2C(=O)N1CCN(C(=O)c2ccco2)CC1	10	0%	-4	5%	i	10%	0.9	-1%
Cc1ccc(C)c2[nH]c(=O)c(CCNC(=O)CC(C)C)cc12	0	0%	5	14%	i	7%	-0.5	-20%
CCOC(=O)CSC1=NC(=O)CS1	-2	-1%	-19	9%	i	-1%	-2.2	i
CC(C(=O)O/N=C(\N)c1ccccn1)c1ccc([N+](=O)[O-])cc1 (configuration not stated)	5	-4%	5	7%	i	-7%	1.4	i
O=c1oc2ccc(NS(=O)(=O)c3cccc4cccnc34)cc2s1	-7	0%	?	24%	i	-6%	0.1	i
Cc1[nH]c(C)c(S(=O)(=O)Nc2ccccc2Cl)c1C(=O)N1CCCC1	2	0%	-6	6%	i	9%	0.5	i
O=c1cc(N2CCc3ccccc3C2)[nH]c(=O)n1-c1ccc(Br)cc1	-24	1%	-20	0%	i	14%	2.5	-4%[57.5 µM]
CCOc1ccc(/C=C2\SC(=S)N(NS(=O)(=O)c3ccc(C)cc3)C2=O)cc1OC	0	2%	-2	7%	i	?	-7.7	-71%[inhibitor]
CC(NS(=O)(=O)c1cc2c3c(c1)CCC(=O)N3CCC2)c1ccccc1 (configuration not stated)	2	-1%	8	1%	i	11%	0.4	i
C/C(Nc1ccc(C)cc1)=C(/C#N)C(N)=O	14	0%	18	-5%	i	6%	2.6	-3%
CCN(CC(=O)Nc1ccccc1OC)C(=O)c1cccc(-n2cccc2)c1	0	-2%	-7	6%	i	7%	-3.4	i
CCOc1ncccc1C(=O)Nc1cc(S(=O)(=O)N2CCOCC2)ccc1OCC(F)(F)F	-10	0%	25	12%	i	-1%	-3.6	i
COc1ccc(OC)c(NC(=O)NNC(=O)CCCOc2ccc(Cl)cc2C)c1	5	-3%	1	2%	i	-17%	-2.3	i
CC(=O)c1sc(NC(=O)C2=NN(c3ccccc3)C(=O)CC2)nc1C	2	-2%	2	9%	i	2%	-1.9	-9%
CC1CCCC(C)N1/N=C/c1cccc(Br)c1 (configuration not stated)	1	1%	8	4%	i	-21%	-0.3	i
S=C(c1ccc(-c2ccccc2)cc1)N1CCOCC1	-11	-5%	-2	6%	i	-8%	-1.4	-6%
CCN(CC)C(=O)CC(c1ccc2c(c1)OCO2)c1c(O)cc(OC)cc1OC (configuration not stated)	11	1%	-2	3%	i	?	-1.6	i
CCC(C)NS(=O)(=O)c1ccc(NC(=O)c2c(-c3ccccc3)noc2C)cc1 (configuration not stated)	6	-1%	0	6%	i	-11%	-0.3	-15%
O=[N+]([O-])c1cc(S(=O)(=O)N2CCCC2)ccc1NCCc1ccccc1	-1	1%	-3	1%	i	2%	-1.5	i

Going on with the list.
SMILES	D3 ag	Mm-Cpn inhibitor	D3 antag	EPAC2 agonist	Akt phos inh	EPAC2 antagonist	CCT modulator	PTHR1 agonist
CN(CC(=O)Nc1ccccc1Cl)C(=O)C1CCN(S(=O)(=O)c2ccc3c(c2)OCCO3)CC1	8	-4%	6	1%	i	-3%	-1.6	-13%
Cc1cccc(C(=O)N2CCN(C(=O)c3cccc(C)c3)C(C)C2)c1 (configuration not stated)	2	-1%	-26	6%	i	5%	-4.6	i
CCc1n(CC(O)COCc2ccccc2)c2ccccc2[n+]1C (configuration not stated)	-10	3%	0	4%	i	2%	-3.1	i
NC(=O)C(c1ccccc1)C1CCCCC1 (configuration not stated)	3	3%	21	2%	i	15%	2.3	?
CN(C)N1C(N)=C(C#N)C(c2ccc3c(c2)OCO3)C2=C1CCCC2=O (configuration not stated)	-5	-4%	-20	15%	i	-10%	-1.6	i
COc1ccccc1CNC(=O)CN(C)S(=O)(=O)c1ccc(F)cc1	-10	0%	3	13%	i	-9%	-1.8	-17%
S=c1[nH]nc(C(c2ccccc2)C2CCCCC2)o1 (configuration not stated)	3	1%	11	-11%	i	-28%	-0.9	-17%
N#CC1=C(N)Oc2n[nH]c(-c3ccc(F)cc3)c2C1c1cccc(OC(=O)N2CCOCC2)c1 (configuration not stated)	-2	0%	-22	3%	i	-3%	1.7	-3%
Clc1ccc(COc2ccccc2-c2ccnc3ncnn23)cc1	-14	-3%	1	-6%	i	-5%	0.5	-15%
O=C(COn1nnc2ccc(Cl)cc21)Nc1ccc(F)cc1	-3	0%	3	4%	i	-11%	1.0	-57%[inhibitor]
CCC(C)[C@H]1CNCCN1CCc1cccc(F)c1 (some centres not stated)	-23	1%	3	0%	i	1%	1.2	?
Cc1ccc(C(=O)CSC2=NC(N)=C(C#N)C3(CCCCC3)C2C(N)=O)cc1 (configuration not stated)	5	0%	-28	-3%	nt	-8%	0.0	-74%[inhibitor]
NC(=O)C1CCN(c2ccc(S(=O)(=O)N3CCC(Cc4ccccc4)CC3)cn2)CC1	3	0%	11	0%	i	7%	-2.1	-25%
COc1ccc2c(c1)C(=C(C#N)C#N)C(=O)N2CCc1ccccc1	-7	1%	-22	5%	i	-9%	-20	-13%
O=C(c1cnn(C(=O)COc2ccccc2F)c1)c1cc(F)ccc1O	2	-1%	5	5%	i	0%	0.7	-6%
COc1cccc(C(=O)Nc2ccc(NC(=O)C3CC3)cn2)c1	2	1%	8	-1%	i	-1%	-1.9	-10%
Cc1ccc(C(=O)Nc2ccccc2C(=O)O)cc1NC(=O)COc1c(C)cccc1C	0	2%	13	-1%	i	-26%	-2.9	-44%[inhibitor]
NC(=S)Nc1cccc2cccnc12	3	3%	46	9%	i	1%	0.2	i
Cn1c(=O)[nH]c(=O)c2c1nc(SCCO)n2CCCc1ccccc1	6	0%	5	10%	i	0%	-0.8	-14%
COc1ccc(-c2cc(=O)oc3c(C)c(O)c(CN(C)C)cc23)cc1	-46	-1%	?	4%	i	4%	-3.7	-5%[57.5 µM]
CCC(=O)N1CCc2cc(S(=O)(=O)NC(C(=O)N3CCN(c4ccc(F)cc4)CC3)C(C)C)ccc21 (configuration not stated)	10	-15%	17	2%	i	3%	-2.0	-16%
CC(C)C[C@H](NC(=O)C1CCN(S(=O)(=O)c2ccccc2)CC1)C(=O)NCc1ccccn1	2	-2%	-4	3%	i	0%	-2.5	i
CN(C)c1ccc(/C=N/N2C(=O)c3ccccc3C2=O)cc1	-10	2%	-14	14%	i	13%	-2.1	-3%
CCOP(=O)(OCC)/C(C#N)=C(\O)c1ccc(OC)cc1	-6	1%	0	6%	i	-4%	-3.6	30%
COc1ccccc1NC(=O)c1sc2nc(C)cc(C)c2c1N	12	nt	6	-3%	i	11%	0.2	i

Profiles, quoted from the list. Screens in order: D3 ag | Mm-Cpn inhibitor | D3 antag | EPAC2 agonist | Akt phos inh | EPAC2 antagonist | CCT modulator | PTHR1 agonist
Results for CCOP(=O)(OCC)/C(C#N)=C(\O)c1ccc(OC)cc1 = -6 | 1% | 0 | 6% | i | -4% | -3.6 | 30%
Results for CC(C)C[C@H](NC(=O)C1CCN(S(=O)(=O)c2ccccc2)CC1)C(=O)NCc1ccccn1 = 2 | -2% | -4 | 3% | i | 0% | -2.5 | i
Results for NC(=O)C(c1ccccc1)C1CCCCC1 (configuration not stated) = 3 | 3% | 21 | 2% | i | 15% | 2.3 | ?
Results for N#CC1=C(N)Oc2n[nH]c(-c3ccc(F)cc3)c2C1c1cccc(OC(=O)N2CCOCC2)c1 (configuration not stated) = -2 | 0% | -22 | 3% | i | -3% | 1.7 | -3%
Results for COc1cccc(C(=O)Nc2ccc(NC(=O)C3CC3)cn2)c1 = 2 | 1% | 8 | -1% | i | -1% | -1.9 | -10%

Continuation.
SMILES	D3 ag	Mm-Cpn inhibitor	D3 antag	EPAC2 agonist	Akt phos inh	EPAC2 antagonist	CCT modulator	PTHR1 agonist
O=CNC(n1cnc2c(N3CCOCC3)ncnc21)C(Cl)(Cl)Cl (configuration not stated)	-15	?	-14	5%	i	17%	1.8	13%
Cc1ccc(CN(Cc2cc3cccc(C)c3[nH]c2=O)C(=O)N(C)C)cc1	-6	0%	9	-3%	i	6%	-0.4	-17%
COC(=O)c1cnc(N2CCCN(S(=O)(=O)c3ccc(C(F)(F)F)cc3)CC2)nc1C(F)(F)F	3	-8%	-7	-4%	i	-3%	-1.5	i
CCc1cc(=O)oc2cc(C)cc(OC(=O)c3ccco3)c12	-1	?	-9	-3%	i	12%	1.2	-4%
COc1ccc(/C=N/NC(=O)CN2CCSCC2)cc1C	-3	3%	0	-5%	i	-2%	-3.4	i
Cc1ccccc1S(=O)(=O)Cc1ccc(C(=O)NC(C)c2ccc3c(c2)OCCO3)o1 (configuration not stated)	-2	1%	-2	19%	i	4%	0.3	i
Cc1nc2cc(C(=O)O)ccc2s1	0	2%	-14	2%	i	4%	-0.3	-24%[57.5 µM]
CCC(C)(C)NC(=O)c1ccc2c(c1)OCCO2	1	-3%	4	6%	i	7%	-0.1	i

Some of the compounds tested (hit frequency here may not be typical).
